TRPV1 agonist – HTS Assay for Compounds that Act as Agonists of the Vanilloid Receptor 1. TRPV1-expressing cells, Fluo-8 calcium influx, agonist mode. activation, % at 8.33 µM. actives 0.19% (n = 320,000). AID 540275, 2011; in the data active = activation above about 80%; inconclusive = between about 30% and that limit; also: 0% is about no effect
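Fluo-8 calcium influx in TRPV1-expressing cells, kinetic read (ex 480/em 520 nm). Compound added and read 3 min for agonist activity, followed by capsaicin at EC20 final and 2 min further read for enhancement.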
ASM inhibitor – Inhibitors of Secretory Acid Sphingomyelinase (S-ASM): qHTS | AID 504937, 2011 | Potency, µM (highest dose often 57.5 µM), for the others: top-dose activity change, negative = inhibition, usual class: inhibitors | placental ASM, HMU-PC fluorogenic substrate, 60 min | actives 0.006% (n = 340,000); also: potency is read from the fitted curve at half-maximal effect
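Steps: dispense placental human ASM, pin compound, wait 10 min at room temperature, add HMU-PC0 substrate at 9 uM final, incubate 60 min at 37 °C, add stop solution raising pH to 10, read fluorescence.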
ELG1 genotoxic – qHTS screen for small molecules that induce genotoxicity in human embryonic kidney (HEK293T) cells expressing luciferase-tagged ELG1 | HEK293T ELG1-luciferase reporter, luminescence, 16 h | Potency, µM (series often up to 46 µM), inactives show at the top dose activity change, positive = activation, usual class: activators | actives 1.3% (n = 330,000) | AID 504466, 2011; also: potency is read from the fitted curve at half-maximal effect; % of control where 0% means no effect; nearly all actives have a fitted effect of over 60% in size
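Screening used a luciferase reporter fused to human ELG1 in HEK293T cells. Luminescence was read on a CCD plate imager after 16 hr exposure and 30 min ONE-Glo incubation.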
B2AR arrestin – qHTS assay of beta-arrestin-biased ligands of beta2-adrenergic receptor. Beta-2 adrenergic receptor (Homo sapiens), P07550. beta-arrestin recruitment to beta2AR, cell-based reporter. Potency, µM (series often up to 46.1 µM), for the others: top-dose activation, usual class: activators. actives 0.02% (n = 330,000). AID 492947, 2010;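 also: potency is read from the fitted curve at half-maximal effect; 0% = DMSO controls and full agonism = EC100 isoproterenol or metaproterenol; nearly all actives have a fitted effect of over 65% in size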
Target sequence (P07550 whole entry, looked up): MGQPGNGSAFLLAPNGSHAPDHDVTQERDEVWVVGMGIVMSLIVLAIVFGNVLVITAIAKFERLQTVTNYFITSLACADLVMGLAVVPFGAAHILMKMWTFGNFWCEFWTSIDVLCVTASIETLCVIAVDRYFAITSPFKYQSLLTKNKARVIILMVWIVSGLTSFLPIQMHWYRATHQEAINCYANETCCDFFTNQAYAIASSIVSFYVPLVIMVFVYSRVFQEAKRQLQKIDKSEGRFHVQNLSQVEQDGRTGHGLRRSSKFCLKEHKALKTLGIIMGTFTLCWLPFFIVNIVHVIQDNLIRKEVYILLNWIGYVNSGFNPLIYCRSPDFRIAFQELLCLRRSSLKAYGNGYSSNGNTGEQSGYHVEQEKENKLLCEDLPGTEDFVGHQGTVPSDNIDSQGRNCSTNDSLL
p53 reactivation – qHTS assay for re-activators of p53 using a Luc reporter; Potency, µM (titrated, usually from 92.2 µM), inactives show at the highest dose activity change, positive = activation, actives largely listed as activators; actives 0.063% (n = 320,000); H1299 p53-A138V BP100-luciferase reporter, luminescence, 24 h; also: potency is read from the fitted curve at half-maximal effect; % of control where 0% means no effect; nearly all actives have a fitted effect of over 45% in size
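p53-null H1299 cells stably carrying temperature-sensitive p53-A138V and a BP100-luciferase reporter were pinned with compounds (4-point, 1:5 series) and held 24 hrs at 37 deg C. Luminescence was read 10 min after detection reagent.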
TSG101-PTAP inh – qHTS Assay for Iinhibitors of HIV-1 Budding by Blocking the Interaction of PTAP/TSG101 | Tumor susceptibility gene 101 protein (Homo sapiens), Q99816 | Fluorescence polarization, FITC-PTAP peptide / Tsg101 binding | Potency, µM (series often up to 115 µM), without a hit: at the highest dose activity change, negative = inhibition, usual class: inhibitors | 340,000 tested, under 10 active | AID 493005, 2010; active = well fitted inhibition curve with a large enough effect in the main read-out, with a control signal flat, not every such curve was filed as active; inconclusive = small, poorly fitted or top-dose-only effect, or effect the other way, or a change in a side signal; inactive = no such curve, though single readings can be large or run the other way; also: potency is read from the fitted curve at half-maximal effect; % of control where 0% means no effect
Target sequence (Q99816 whole entry, looked up): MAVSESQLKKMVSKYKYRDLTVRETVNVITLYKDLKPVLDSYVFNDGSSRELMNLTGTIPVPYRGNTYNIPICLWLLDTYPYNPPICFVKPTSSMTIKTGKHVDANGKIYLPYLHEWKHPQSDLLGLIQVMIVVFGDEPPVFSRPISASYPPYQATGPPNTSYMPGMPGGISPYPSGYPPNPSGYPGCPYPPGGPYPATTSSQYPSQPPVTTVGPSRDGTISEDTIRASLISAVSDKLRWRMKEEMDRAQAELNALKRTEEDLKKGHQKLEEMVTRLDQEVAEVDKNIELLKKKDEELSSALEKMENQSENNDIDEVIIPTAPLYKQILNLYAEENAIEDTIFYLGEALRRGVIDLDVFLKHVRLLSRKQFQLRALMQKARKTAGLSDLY
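Compounds were pin-transferred onto Tsg101 binding domain (10 uM final) in HEPES pH 7.5 buffer, then FITC-PTAP peptide was added at 50 nM final. After 20 min at RT, polarization reported peptide displacement across a qHTS concentration series.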
USP2a block – qHTS Assay for Inhibitors of Ubiquitin-specific Protease USP2a Using CHOP2 as the Reporter; Potency, µM (top dose mostly 38.3 µM), for inactives: top-dose activity change, negative = inhibition, usual class: inhibitors; USP2 core, Ub-CHOP2 coupled fluorogenic reporter, 485/531; Ubiquitin carboxyl-terminal hydrolase 2 (Homo sapiens), O75604; actives 0.01% (n = 330,000);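 also: potency is read from the fitted curve at half-maximal effect; plate controls were DMSO wells for no effect and full inhibition by NEM control for full effect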
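USP2 core (10nM final) preincubated 30min RT with compound in 20mM Tris-HCl pH 8.0, 2mM CaCl2, 2mM beta-mercaptoethanol, 0.05% CHAPS; 25nM Ub-CHOP2 plus 25nM reporter substrate added, fluorescence (Ex485/Em531) read after 60min.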
BRCA1 expr up – qHTS Assay to Identify Small Molecule Activators of BRCA1 Expression; MCF7-BRCA1-FFLuc reporter, luminescence, 48 h; response scale: scaled: vehicle 0%, 10 µM genistein 100%; Potency, µM (titrated, usually from 46.1 µM), without a hit: at the highest dose activation, usual class: activators; actives 1.1% (n = 380,000); also: potency is read from the fitted curve at half-maximal effect; nearly all actives have a fitted effect of over 80% in size; some results filed as inactive show a strong effect at the top dose
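Compounds are tested at multiple concentrations on MCF7 BRCA1-luciferase reporter cells seeded at 2000 per well; after 48 h, a single luminescence end-point is taken and curves fitted to the normalized data.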
uPA generation – qHTS for Inhibitors of Cell Surface uPA Generation | cell surface uPA generation assay, qHTS | Potency, µM (doses to about 38.3 µM), without a hit: at the highest dose activity change, negative = inhibition, hits mostly inhibitors | actives 0.31% (n = 330,000) | AID 540303, 2011; active = well fitted inhibition curve with a large enough effect; inconclusive = small, poorly fitted or top-dose-only effect; inactive = no such curve, though single readings can be large or run the other way; tested in mouse RAW 264.7 cells; also: potency is read from the fitted curve at half-maximal effect; % is scaled to controls: 0 for no effect and ±100 for the full control effect; nearly all actives have a fitted effect of over 55% in size
Eya2 phos inh – qHTS Assay for Inhibitors of the Phosphatase Activity of Eya2; Protein phosphatase EYA2 (Homo sapiens), O00167; recombinant Eya2, OMFP fluorescence dephosphorylation (OMFP is methylfluorescein phosphate); Potency, µM (series often up to 76.9 µM), for the others: top-dose activity, negative = inhibition, hits mostly inhibitors; actives 0.006% (n = 330,000); also: potency is read from the fitted curve at half-maximal effect; % is scaled to controls: 0 for no effect and ±100 for the full control effect
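Eya2 protein (added as 0.2 uM solution) was preincubated with compound for 10 min at ambient temperature in 50 mM HEPES pH 7.5, 50 mM NaCl, 5 uM MgCl2, 0.05% BSA, 1 mM DTT. OMFP (added at 50 uM) then reacted 10 min; fluorescence read at 485/525 nm.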
a7 integrin act – qHTS for Activators of Integrin-Mediated Alleviation for Muscular Dystrophy. alpha7betagal myoblasts, beta-gal FDG fluorescence, 48 h. Potency, µM (top dose mostly 38.3 µM), for inactives: at the highest dose activation, most hits filed as activators. actives 0.064% (n = 350,000);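 also: potency is read from the fitted curve at half-maximal effect; 100% = response of the positive control SU9516; nearly all actives have a fitted effect of over 60% in size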
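alpha7betagal+/- myoblasts (passage 13, 250/well) treated 48 h at 37C with compounds at 1:260 dilution of DMSO stock. Lysed, then beta-galactosidase activity read as FDG fluorescence (ex 480/em 540) after 30 min, with pre-read for autofluorescence.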
Active calls of the source: *; ? = inconclusive; · = no result given; [ ] = dose if it differs, or a comment. Unless noted, calls follow the shape of the dose curve; as a rule, active = well fitted curve in the direction sought with a large enough effect; inconclusive = small, poorly fitted or top-dose-only effect, or another doubt; inactive = no such curve, though single readings can be large; an effect the other way counts as inactive or inconclusive.

1	O=C(Nc1ccc(CN2CCOCC2)cc1)c1ccc(-c2cccc([N+](=O)[O-])c2)o1
2	Cc1ccc(S(=O)(=O)N2CCN(C(C)C(=O)NCC(C)c3ccccc3)CC2)cc1 (centres undefined)
3	COc1ccc(C(=O)Nc2c(C(C)(C)C)nn(C)c2C(C)(C)C)cc1
4	O=C(CN1CCCCCC1)N/N=C/c1ccc2ccccc2c1
5	C/C(CCC(C)C)=N\Nc1ccc(S(N)(=O)=O)cc1[N+](=O)[O-]
6	O=C(CCc1ccc(O)c(O)c1)N/N=C/c1ccc2c(c1)OCO2

assay / entry	1	2	3	4	5	6
a7 integrin act	0%	-1%	0%	-19%	-17%	-36%
uPA generation	?	2%	-3%	8%	-20%	-11%
BRCA1 expr up	-17%	-15%	7%	-2%	-24%	-5%
B2AR arrestin	0.1%	?	0.2%	-0.7%	-0.3%	0.3%
USP2a block	0%	5%	3%	-3%	2%	0%
Eya2 phos inh	-8%	6%	-13%	-18%	-18%	-5%
ELG1 genotoxic	-16%	1%	0%	5%	-6%	-3%
ASM inhibitor	-6%	1%	4%	3%	-17%	-5%
p53 reactivation	-6%	-5%	-3%	·	1%	?
TRPV1 agonist	26	·	1	1	1	2
TSG101-PTAP inh	-2%	-3%	-1%	2%	-2%	-1%

7	Cc1csc(=O)n1CC(=O)OCC(=O)NNC(=O)c1ccccc1
8	FC(F)(F)c1cc(-c2ccc3c(c2)OCO3)nc(NCc2ccco2)n1
9	O=C(CCS(=O)(=O)c1ccccc1)Nc1ccc2c(c1)OCO2
10	CC(C)c1ccccc1N=C1SCCN1C1CCS(=O)(=O)C1 (centres undefined)
11	Cc1ccc(C)c(N(CC(=O)NC2CCCCC2)C(=O)c2snc(C(N)=O)c2N)c1
12	COc1cccc(/C=C2\SC(=S)N(NC(=O)c3ccncc3)C2=O)c1

assay / entry	7	8	9	10	11	12
a7 integrin act	-2%	-25%	-32%	7%	6%	24%
uPA generation	5%	-7%	4%	3%	1%	-15%
BRCA1 expr up	3%	-34%	7.9µM*	-9%	-39%	-11%
B2AR arrestin	-0.6%	-0.3%	3.2%	0.5%	0.8%	0.3%
USP2a block	5%	1%	4%	3%	3%	10%
Eya2 phos inh	-5%	12%	-10%	-2%	-17%	5%
ELG1 genotoxic	2%	0%	?	-1%	1%	1%
ASM inhibitor	3%	2%	-2%	1%	·	?
p53 reactivation	16%	22%	6%	-4%	-8%	4%
TRPV1 agonist	-2	20	-2	0	7	7
TSG101-PTAP inh	-1%	-5%	-1%	-3%	-7%	-5%

13	CC[C@@]1(C(=O)OC)N[C@H](CN(C)C(C)=O)[C@@H]2C(=O)N(C)C(=O)[C@@H]21
14	O=C(c1ccc2c(=O)n3c(nc2c1)CCC3)N1CCCSC1=Nc1ccccc1
15	CCCCCC(=O)Nc1ccc(N2CCN(C(=O)c3ccccc3)CC2)cc1
16	COc1ccc(CCNc2cc(N3CCN(C(=O)c4ccccc4F)CC3)ccc2[N+](=O)[O-])cc1OC
17	COc1ccc(C)cc1Nc1c2c(nc3ccccc13)CCC2
18	Cc1ccc(C(=O)N2N=C(c3ccccc3O)CC2c2ccccc2)cc1 (centres undefined)
19	O=C(O)c1cccc(NC(=O)c2cc(S(=O)(=O)N3CCOCC3)cs2)c1

assay / entry	13	14	15	16	17	18	19
a7 integrin act	-25%	-5%	15%	-28%	-56%[inhibitor]	-19%	?
uPA generation	6%	22%	0%	-1%	-17%	2%	1%
BRCA1 expr up	9%	-5%	-32%	-72%	-57%	-27%	-11%
B2AR arrestin	-3.3%	-0.5%	-0.6%	-0.8%	0.1%	0.2%	0.1%
USP2a block	2%	0%	-3%	-9%	2%	-1%	2%
Eya2 phos inh	-14%	20%	-16%	6%	3%	-4%	-2%
ELG1 genotoxic	1%	7%	-1%	-12%	-8%	0%	0%
ASM inhibitor	2%	·	-1%	-11%	-2%	18%	4%
p53 reactivation	4%	5%	-9%	-1%	0%	1%	-3%
TRPV1 agonist	·	-2	-2	-1	?	29	-2
TSG101-PTAP inh	0%	-4%	-4%	-4%	-4%	-8%	-4%

Full records, looked up by structure. Order of values: a7 integrin act	uPA generation	BRCA1 expr up	B2AR arrestin	USP2a block	Eya2 phos inh	ELG1 genotoxic	ASM inhibitor	p53 reactivation	TRPV1 agonist	TSG101-PTAP inh
CCCCCC(=O)Nc1ccc(N2CCN(C(=O)c3ccccc3)CC2)cc1 reads 15%	0%	-32%	-0.6%	-3%	-16%	-1%	-1%	-9%	-2	-4%
O=C(c1ccc2c(=O)n3c(nc2c1)CCC3)N1CCCSC1=Nc1ccccc1 reads -5%	22%	-5%	-0.5%	0%	20%	7%	·	5%	-2	-4%

Quoted at random: 4 compounds from above, in no set order.
5	C/C(CCC(C)C)=N\Nc1ccc(S(N)(=O)=O)cc1[N+](=O)[O-]
3	COc1ccc(C(=O)Nc2c(C(C)(C)C)nn(C)c2C(C)(C)C)cc1
12	COc1cccc(/C=C2\SC(=S)N(NC(=O)c3ccncc3)C2=O)c1
13	CC[C@@]1(C(=O)OC)N[C@H](CN(C)C(C)=O)[C@@H]2C(=O)N(C)C(=O)[C@@H]21

assay / entry	5	3	12	13
a7 integrin act	-17%	0%	24%	-25%
uPA generation	-20%	-3%	-15%	6%
BRCA1 expr up	-24%	7%	-11%	9%
B2AR arrestin	-0.3%	0.2%	0.3%	-3.3%
USP2a block	2%	3%	10%	2%
Eya2 phos inh	-18%	-13%	5%	-14%
ELG1 genotoxic	-6%	0%	1%	1%
ASM inhibitor	-17%	4%	?	2%
p53 reactivation	1%	-3%	4%	4%
TRPV1 agonist	1	1	7	·
TSG101-PTAP inh	-2%	-1%	-5%	0%
